Screening data: PubChem BioAssay, National Center for Advancing Translational Sciences (NCATS)
G9a inh: G9a (human) methyltransferase inhibition | Potency, µM (series often up to 102 µM), without a hit: at the highest dose activity, negative = inhibition, most hits filed as inhibitors | AID 504332 | G9a H3K9 monomethylation, AlphaScreen, 2 h | 8.8% of 350,000 active; also: % is scaled to controls: 0 for no effect and ±100 for the full control effect; nearly all actives have a fitted effect of over 75% in size
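AlphaScreen read-out: biotin-H3K9 peptide (500 nM) methylation by 20 nM enzyme with 20 uM SAM, 2 h at room temperature after 15 min compound preincubation; anti-monomethyl H3K9 antibody plus donor/acceptor beads, 10 min dark.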
Pol eta inh: inhibitors of human DNA polymerase eta; AID 588591; 1.2% of 390,000 active; recombinant Pol eta, fluorescent DNA replication assay; Potency, µM (top dose mostly 114 µM), for the others: top-dose activity change, negative = inhibition, actives largely listed as inhibitors; also: % is scaled to controls: 0 for no effect and ±100 for the full control effect
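Fluorescent replication assay: 50 nM final substrate added after a 15 min room-temperature compound preincubation with 10 nM enzyme. Signal taken at 0 min and again at 10 min.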
APE1 inh: blocks human APE1 abasic DNA cleavage; recombinant APE1, TAMRA/BHQ-2 abasic DNA cleavage fluorescence; Potency, µM (titrated, usually from 65.8 µM), without a hit: at the highest dose activity change, negative = inhibition, usual class: inhibitors; 0.35% of 350,000 active;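 also: plate controls were vehicle for no effect and reference inhibitor for full effect; nearly all actives have a fitted effect of over 55% in size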
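APE1 at 0.75 nM preincubated 15 min at room temperature with compound. Reaction then started with 50 nM double-stranded THF-abasic substrate labelled with TAMRA/BHQ-2, and 525/598 nm fluorescence read kinetically. Activity taken as third-minus-first read difference, normalized to DMSO and NSC13755 controls.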
Pol kappa inh: DNA polymerase kappa (human) inhibition. Q9UBT6. purified Pol kappa, fluorescent DNA synthesis assay, 10 min. Potency, µM (titrated, usually from 107 µM), for inactives: at the top dose activity, negative = inhibition, actives largely listed as inhibitors. 0.53% of 400,000 active; also: % is scaled to controls: 0 for no effect and ±100 for the full control effect
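Inhibition of 10 nM Pol kappa is measured by a fluorescent read-out at 0 and 10 min following addition of 50 nM substrate (final), with a 15-min room-temperature compound preincubation.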
BAZ2B inh: inhibitors of human BAZ2B bromodomain; AlphaScreen BAZ2B-H3K14Ac peptide displacement; Potency, µM (highest dose often 114 µM), for inactives: top-dose activity change, negative = inhibition, actives largely listed as inhibitors; 4.4% of 360,000 active; AID 504333; Q9UIF8; also: % is scaled to controls: 0 for no effect and ±100 for the full control effect; nearly all actives have a fitted effect of over 60% in size
Target sequence (Q9UIF8 whole entry, looked up): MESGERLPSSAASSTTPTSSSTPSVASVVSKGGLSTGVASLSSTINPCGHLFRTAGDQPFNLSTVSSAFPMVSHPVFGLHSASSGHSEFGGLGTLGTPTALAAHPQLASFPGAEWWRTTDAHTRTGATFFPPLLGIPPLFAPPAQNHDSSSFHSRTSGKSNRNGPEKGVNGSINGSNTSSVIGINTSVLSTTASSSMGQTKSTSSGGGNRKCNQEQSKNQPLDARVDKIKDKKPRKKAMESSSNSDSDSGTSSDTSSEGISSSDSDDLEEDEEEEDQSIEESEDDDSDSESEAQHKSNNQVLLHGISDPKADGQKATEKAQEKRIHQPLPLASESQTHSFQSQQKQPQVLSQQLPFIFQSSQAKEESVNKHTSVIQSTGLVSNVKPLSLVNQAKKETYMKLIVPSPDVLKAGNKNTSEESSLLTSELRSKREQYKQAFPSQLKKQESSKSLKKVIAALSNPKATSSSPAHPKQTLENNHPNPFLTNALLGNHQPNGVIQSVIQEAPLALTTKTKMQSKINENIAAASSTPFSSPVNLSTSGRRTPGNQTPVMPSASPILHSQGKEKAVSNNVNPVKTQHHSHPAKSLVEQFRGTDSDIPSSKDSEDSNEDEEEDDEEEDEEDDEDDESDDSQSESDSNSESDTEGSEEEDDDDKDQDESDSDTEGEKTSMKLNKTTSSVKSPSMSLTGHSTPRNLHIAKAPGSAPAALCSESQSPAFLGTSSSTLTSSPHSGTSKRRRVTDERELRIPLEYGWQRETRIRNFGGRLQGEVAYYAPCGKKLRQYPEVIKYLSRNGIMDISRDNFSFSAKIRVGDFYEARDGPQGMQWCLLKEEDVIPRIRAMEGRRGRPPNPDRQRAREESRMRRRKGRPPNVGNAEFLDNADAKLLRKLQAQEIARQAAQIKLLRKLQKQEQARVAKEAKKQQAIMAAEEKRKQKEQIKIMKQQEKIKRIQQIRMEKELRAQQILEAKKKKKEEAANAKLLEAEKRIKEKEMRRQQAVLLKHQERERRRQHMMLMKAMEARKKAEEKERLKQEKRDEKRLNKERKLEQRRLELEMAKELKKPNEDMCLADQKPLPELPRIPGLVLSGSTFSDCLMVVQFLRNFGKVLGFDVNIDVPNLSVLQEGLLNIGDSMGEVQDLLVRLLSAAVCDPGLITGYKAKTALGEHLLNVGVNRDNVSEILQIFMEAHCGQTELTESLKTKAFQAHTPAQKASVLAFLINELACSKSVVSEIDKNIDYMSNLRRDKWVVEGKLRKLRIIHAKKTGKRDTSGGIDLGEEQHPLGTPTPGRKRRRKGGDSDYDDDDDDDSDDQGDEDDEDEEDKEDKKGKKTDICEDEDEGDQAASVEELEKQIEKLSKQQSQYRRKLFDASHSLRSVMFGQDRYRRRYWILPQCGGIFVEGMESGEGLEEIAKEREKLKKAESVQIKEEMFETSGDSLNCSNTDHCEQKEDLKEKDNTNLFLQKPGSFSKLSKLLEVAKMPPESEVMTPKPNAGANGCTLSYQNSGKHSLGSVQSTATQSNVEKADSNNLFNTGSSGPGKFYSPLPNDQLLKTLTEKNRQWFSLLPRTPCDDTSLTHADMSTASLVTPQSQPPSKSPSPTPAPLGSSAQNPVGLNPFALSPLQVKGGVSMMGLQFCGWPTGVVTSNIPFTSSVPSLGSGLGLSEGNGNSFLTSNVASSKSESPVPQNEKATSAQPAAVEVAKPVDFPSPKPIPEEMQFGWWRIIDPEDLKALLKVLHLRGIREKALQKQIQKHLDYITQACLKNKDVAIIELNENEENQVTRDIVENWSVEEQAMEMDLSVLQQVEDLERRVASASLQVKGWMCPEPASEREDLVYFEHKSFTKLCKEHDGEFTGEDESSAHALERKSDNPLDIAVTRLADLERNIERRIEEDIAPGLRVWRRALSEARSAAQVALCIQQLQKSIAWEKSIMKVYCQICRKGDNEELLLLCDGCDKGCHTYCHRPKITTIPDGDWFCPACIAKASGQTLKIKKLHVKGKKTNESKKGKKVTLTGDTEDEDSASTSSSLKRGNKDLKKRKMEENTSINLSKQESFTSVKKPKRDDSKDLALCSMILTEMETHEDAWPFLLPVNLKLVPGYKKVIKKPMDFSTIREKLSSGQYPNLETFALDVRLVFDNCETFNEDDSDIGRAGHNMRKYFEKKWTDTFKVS
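Multi-concentration screen (max 110 uM) measuring displacement of acetylated histone H3 peptide from BAZ2B by AlphaScreen, using 50 nM protein, 50 nM peptide and 10 ug/mL streptavidin donor plus Ni-chelate acceptor beads.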
BLM helicase inh: Bloom syndrome helicase (human) inhibition; 0.2% of 350,000 active; recombinant BLM DNA unwinding, fluorescence dequenching; Potency, µM (top dose mostly 56.1 µM), inactives show at the highest dose activity change, negative = inhibition, hits mostly inhibitors;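 also: plate controls were vehicle for no effect and no enzyme for full effect; nearly all actives have a fitted effect of over 35% in size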
Pol iota inh: inhibitors of human DNA polymerase iota. Pol iota fluorescent replication assay, 10 min. Q9UNA4. 1% of 390,000 active. Potency, µM (series often up to 115 µM), for inactives: at the top dose activity, negative = inhibition, usual class: inhibitors
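Fluorescent replication assay read twice, at 0 min and 10 min after adding 50 nM (final) substrate. Enzyme (10 nM) and compounds were first incubated 15 min at room temperature; enzyme-free buffer wells were negative controls.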
JMJD2A Tudor: blocks the human JMJD2A Tudor domain | AlphaScreen JMJD2A-Tudor / H3K4me3 peptide binding | O75164 | AID 504339 | Potency, µM (doses to about 114 µM), for the others: at the highest dose activity change, negative = inhibition, actives largely listed as inhibitors | 4.4% of 390,000 active; also: % is scaled to controls: 0 for no effect and ±100 for the full control effect; nearly all actives have a fitted effect of over 50% in size
Pol beta inh: inhibitors of human DNA polymerase beta. P06746. Pol beta primer extension/strand displacement, fluorescence kinetic. Potency, µM (series often up to 114 µM), inactives show top-dose activity change, negative = inhibition, hits mostly inhibitors. 1.3% of 340,000 active. AID 485314; also: % is scaled to controls: 0 for no effect and ±100 for the full control effect
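Human Pol beta at 10 nM; strand-displacement substrate 50 nM final. Compound exposure 15 min at room temperature before start, reaction 10 min at room temperature.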
The depositor's hits bear a star; ? = inconclusive; . = no result given; & = joins results of further samples; [ ] = dose if it differs, or a comment. Calls follow the shape of the dose curve; as a rule, active = well fitted curve in the direction sought with a large enough effect; inconclusive = small, poorly fitted or top-dose-only effect, or another doubt; inactive = no such curve, though single readings can be large; an effect the other way counts as inactive or inconclusive. Potency is read from the fitted curve at half-maximal effect. Some of the compounds tested; count on the stated rates, not on these rows.

SMILES | G9a inh | Pol eta inh | APE1 inh | Pol kappa inh | BAZ2B inh | BLM helicase inh | Pol iota inh | JMJD2A Tudor | Pol beta inh
O=C(NCc1ccc2c(c1)OCO2)c1ccc2c(c1)N(Cc1c(F)cccc1Cl)C(=O)c1ccccc1S2 | 5%[59 µM] | -2% | . | 0% | . | -2% | 5% | -22% | 13%
CC(C)(C)[C@H]1C=C(C(=O)O)O[C@@H](OCCCCO)C1 | . | -11% | . | -11% | . | . | 6% | -12% | .
C[C@]12CCC(=O)C=C1CCC1C2C(O)C[C@]2(C)C1CC[C@]2(O)C(=O)CO (stereo not given in full) | -3%[2.33 µM] | . | 1% | -3%[60.1 µM] | . | 3% | . | . | .
COc1cc(C(=O)NC(=S)Nc2ccc3c(c2)OCO3)cc(OC)c1OC | . | 0% | 20% | -9% | -9% | -15% | 93%[activator] | -30% | 24%
O=C(CNC1CCCCCC1)c1cccs1 | -8%[59 µM] | -6% | 1% | -11% | -8% | 0% | 2% | ? | 3%
CCN(C(=O)c1cccs1)c1nc(-c2ccc(OC)cc2)cs1 | 32%[activator] | -21% | -9% | -4% | 18% | -16% | 15% | 23% | 7%
O=C1N=C(N2CCOCC2)S/C1=C\c1cccs1 | . | -8% | -11% | -5% | -10% | 3% | 6% | -13% | 31%
COc1cc(OC)cc(C(=O)Nc2sc3c(c2C(N)=O)CCC3)c1 | 5% | -12% | -4% | -4% | 3% | -8% | ? | -17% | 46%
O=C(Cc1ccccc1)Nc1c[nH]c(=O)[nH]c1=O | -4% | -8% | 4% | -18% | -19% | 0% | 32%[activator] | 2% | -2%
O=S(=O)(NCC1CCCO1)c1ccc(S(=O)(=O)N(Cc2ccccn2)C2CC2)cc1 (stereo not given) | ? | -22% | -30% | -2% | -3% | 6% | 13% | 1%[57.1 µM] | 9%
Cc1cc(N/N=C/c2ccccc2O)c2ccccc2n1 | . | -17% | -32% | -1% | ? | 56%[activator] | -3% | ? | ?
Fc1ccc(Nc2nc(-c3ccc(F)cc3)c3c(n2)-c2ccccc2OC3)cc1 | ? | -20% | . | 9% | -4% | -7% | 8% | -3% | 2%
O=C(COC(=O)c1cc(Cl)ccc1[N+](=O)[O-])NCc1ccc(Cl)cc1Cl | ? | -13% | 9% | -6% | ? | -7% | -3% | ? | 10%
CCc1nnc(NS(=O)(=O)c2ccc(N=Cc3c(C)[nH]n(-c4ccc(Cl)cc4)c3=O)cc2)s1 | -8%[59 µM] | ? | -1% | -7% | ? | -1% | -14% | -21% | -16%
CCOC(=O)N1CCN(C(=S)NC(=O)/C=C/c2ccc(C)cc2)CC1 | 19% | 1% | -9% | -4% | -23% | -1% | 3% | -17% | 8%
C[C@H](CO)N1C[C@H](C)[C@H](CN(C)CC2CC2)Oc2ccc(NC(=O)CCN3CCOCC3)cc2C1=O | . | -13% | 16% | 1% | . | . | -10% | -8% | .
Cn1c(C(=O)O)c(CC(=O)NCc2cccnc2)c2ccccc21 | 7%[12.7 µM] | -15% | 4% | -8% | -4% | 3% | 9% | 0% | 18%
O=C(CN1C(=O)CSc2ccc(S(=O)(=O)N3CCOCC3)cc21)NCCCN1CCCCC1 | 4% | -1%&-7% | 32% | 3% | -3%[57.1 µM] | 1%&0% | 11%&23% | -26%&-9% | 23%&37%
CCOc1ccc(S(=O)(=O)NC2CC2)cc1 | 2%[0.501 µM] | -17% | -2% | 3% | 12% | 2% | 110%[activator] | 9%[57.1 µM] | 33%
CS(=O)(=O)N1CCN(C(=O)c2ccc(Br)s2)CC1 | -5%[12.7 µM] | -5% | 2% | -3% | -4% | -1% | 9% | -9% | 2%
CS(=O)c1ccccc1-c1nc(-c2cc(C(F)(F)F)cc(C(F)(F)F)c2)no1 (stereo not given) | 6% | -10% | -3% | -5% | -1%[57.1 µM] | -4% | 7% | -4% | 32%[activator]
CN(C)c1ccc(/C=C2\N=C(c3ccc(Cl)c([N+](=O)[O-])c3)NC2=O)cc1 | . | -12% | ? | -9% | ? | -3% | -26% | ? | 8%
COc1ccc(C(=O)NCc2nnc(SCC(=O)Nc3ccccc3)n2-c2ccc(F)cc2)cc1 | 9%[59 µM] | 1% | . | -6% | -16% | -3% | 10% | -15% | -5%
COc1ccc(N2CCN(C(=O)C3CC(=O)N(c4ccc(C)cc4)C3)CC2)cc1 (stereo not given) | ? | -5% | -1% | -16% | . | -1% | 26% | -25% | 2%
Cc1ccccc1NC(=O)c1c([N+](=O)[O-])cnn1C | 55% | 6% | 51%[activator] | 7% | -29% | 1% | -1% | -11% | 7%

The list continues:
SMILES | G9a inh | Pol eta inh | APE1 inh | Pol kappa inh | BAZ2B inh | BLM helicase inh | Pol iota inh | JMJD2A Tudor | Pol beta inh
COc1cc2c(cc1OC)C(C)N(CCc1ccc(Cl)cc1)CC2 (stereo not given) | . | ? | . | -18% | . | . | 23% | -28% | .
O=C(CN1CCCCC1)N/N=C/c1cccc(Cl)c1 | 87%[activator] | -8% | 49%[activator] | -7% | -27% | -6% | 8% | -14% | -13%
COc1ccc2nc3ccccc3[n+]([O-])c2c1 | . | -17% | . | -3% | . | . | 71%[activator] | -6% | .
O=C(NCC1CCCN1S(=O)(=O)c1cccs1)C(=O)Nc1ccc(F)cc1 (stereo not given) | 1% | -7% | 12% | -4% | -1% | . | 16% | -12% | .
N#Cc1c(-c2ccccc2Cl)cc(-c2ccccc2)nc1Br | 41%[activator][59 µM] | -8% | -4% | -16% | 40%[activator] | -11% | 19% | 43%[activator] | 6%
CN(C)C(C(=O)NC1CCCCC1)c1ccc(Cl)cc1 (stereo not given) | 17%[59 µM] | 0% | 0% | -6% | 6% | 2% | 0% | 1% | 4%
COc1cccc(CCc2nnc(CCC(=O)NCCc3cccc(C)n3)o2)c1 | -4% | -1% | 4% | 0% | -3% | -5% | 56%[activator] | -16%[57.1 µM] | -1%
O=c1cnn(-c2ccccc2)c(-c2ccccc2)c1 | 15%[59 µM] | -2% | -3% | -10% | 4% | -6% | -1% | 5% | 6%
Cc1cccc(C(=O)NCC(=O)N2CCN(S(=O)(=O)c3cc(C)ccc3C)CC2)c1 | -39% | -13% | 16% | -2% | 1% | . | -5% | -14% | .
O=C(NCCC1=CCCCC1)C1CCN(C(=O)c2ccc(Br)cc2)CC1 | 6% | -12% | -2% | -12% | 1% | -2% | 7% | -8% | -3%[57.1 µM]
CN(C)C(/C=C/Nc1cccc([N+](=O)[O-])c1)=C(C#N)C#N | 1% | -23% | 16% | 1% | -1% | -3% | 68%[activator] | -12% | 2%
O=C(Nc1cc(S(=O)(=O)N2CCOCC2)ccc1OCC(F)(F)F)c1ccc(N2CCCC2=O)cc1 | -48% | -12% | -1% | -19% | 13% | . | 16% | -7% | .
CCCn1c(=O)c2sccc2n2c(CCCC(=O)NCc3ccccc3)nnc12 | -34%[59 µM] | -11% | . | -14% | ? | 2% | 20% | -11% | 31%
CC(/C=N/Nc1nc(C)cc(C)n1)=C\c1ccc(C(C)C)cc1 | 40µM* | -13% | -1% | -6% | -37% | -3% | 6% | -25% | 2%
C[C@@H](C(=O)Nc1ccc2ccccc2c1)[C@@H]1C[C@@]1(C)[C@@H](NC(=O)c1cnccn1)c1ccccc1 | 50µM* | -13% | 4%&9% | -2% | -5% | -7%&-3% | 5% | -11% | -1%
Cc1ccc(C(=O)NCCNc2ncc(C(F)(F)F)cc2Cl)cc1[N+](=O)[O-] | -4% | -24% | 14% | -12% | -13% | -11% | 1% | -27% | 8%
O=S(=O)(c1ccc(-c2nc3ccccc3s2)cc1)N1CCCC1 | 3%[12.7 µM] | -3% | -1% | -1% | -11% | -5% | 28% | -11% | -26%
Cc1ccc(F)cc1CNC(=O)C1CCC(=O)N(CCCN2CCCC2=O)C1 (stereo not given) | 19% | -14% | -1% | -14% | 2% | -8% | 14% | -19% | 2%

In the list so far, these have a Cl atom:
SMILES | G9a inh | Pol eta inh | APE1 inh | Pol kappa inh | BAZ2B inh | BLM helicase inh | Pol iota inh | JMJD2A Tudor | Pol beta inh
O=C(NCc1ccc2c(c1)OCO2)c1ccc2c(c1)N(Cc1c(F)cccc1Cl)C(=O)c1ccccc1S2 | 5%[59 µM] | -2% | . | 0% | . | -2% | 5% | -22% | 13%
O=C(COC(=O)c1cc(Cl)ccc1[N+](=O)[O-])NCc1ccc(Cl)cc1Cl | ? | -13% | 9% | -6% | ? | -7% | -3% | ? | 10%
CCc1nnc(NS(=O)(=O)c2ccc(N=Cc3c(C)[nH]n(-c4ccc(Cl)cc4)c3=O)cc2)s1 | -8%[59 µM] | ? | -1% | -7% | ? | -1% | -14% | -21% | -16%
CN(C)c1ccc(/C=C2\N=C(c3ccc(Cl)c([N+](=O)[O-])c3)NC2=O)cc1 | . | -12% | ? | -9% | ? | -3% | -26% | ? | 8%
COc1cc2c(cc1OC)C(C)N(CCc1ccc(Cl)cc1)CC2 (stereo not given) | . | ? | . | -18% | . | . | 23% | -28% | .
O=C(CN1CCCCC1)N/N=C/c1cccc(Cl)c1 | 87%[activator] | -8% | 49%[activator] | -7% | -27% | -6% | 8% | -14% | -13%
N#Cc1c(-c2ccccc2Cl)cc(-c2ccccc2)nc1Br | 41%[activator][59 µM] | -8% | -4% | -16% | 40%[activator] | -11% | 19% | 43%[activator] | 6%
CN(C)C(C(=O)NC1CCCCC1)c1ccc(Cl)cc1 (stereo not given) | 17%[59 µM] | 0% | 0% | -6% | 6% | 2% | 0% | 1% | 4%
Cc1ccc(C(=O)NCCNc2ncc(C(F)(F)F)cc2Cl)cc1[N+](=O)[O-] | -4% | -24% | 14% | -12% | -13% | -11% | 1% | -27% | 8%
